# A3G deaminase: APOBEC3G DNA deaminase inhibitors, primary screen, biochemical, fluorescence, single-stranded DNA substrate, uHTS. actives 0.28% (n = 330,000). AID 493012, 2011. recombinant A3G, ssDNA deamination FAM/TAMRA fluorescence. DNA dC->dU-editing enzyme APOBEC-3G (Homo sapiens), Q9HC16. inhibition, % at 20 µM;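 active = inhibition of at least 40% at 20 µM, with no more than 30% in the related APOBEC3A deaminase screen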;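 also: plate controls were DMSO wells with A3G for no effect and wells lacking A3G enzyme for full effect; some compounds called inactive have numbers as strong as hits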
# mIAP inh: inhibitors of mouse IAP, primary screen, biochemical, luminescence, uHTS | intestinal alkaline phosphatase [Mus musculus] | purified mouse IAP, CDP-Star luminescence, 30 min | inhibition, % at 10 µM | actives 0.2% (n = 330,000) | AID 2806, 2010;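 active = inhibition of at least 40% at 10 µM in the primary screen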;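 also: plate controls were DMSO with enzyme for no effect and no enzyme wells for full effect; values of inactives mirror those of a sister screen read the other way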
# MPTP block: mitochondrial permeability transition pore inhibitors, primary screen, biochemical, isolated mouse mitochondria, absorbance; Ca2+ swelling absorbance, 30 min; AID 602449, 2012; actives 1.4% (n = 360,000); inhibition, % at 10 µM;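 active = inhibition of 50% or more, scaled per plate between neutral and stimulator controls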;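 also: 0% = DMSO wells given calcium and 100% = 1 mM EGTA wells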
# hIAP block: human IAP inhibitors, primary screen, biochemical, luminescence, uHTS; Intestinal-type alkaline phosphatase (Homo sapiens), P09923; purified IAP, CDP-Star luminescence, 30 min; inhibition, % at 10 µM; actives 0.12% (n = 330,000);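 active = inhibition reaching a set limit with compound at 10 µM in the primary screen, cut at about 35% in these data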;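 also: plate controls were DMSO wells with enzyme for no effect and no-enzyme buffer wells for full effect; values of inactives mirror those of a sister screen read the other way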
# Target sequence (P09923 whole entry, looked up): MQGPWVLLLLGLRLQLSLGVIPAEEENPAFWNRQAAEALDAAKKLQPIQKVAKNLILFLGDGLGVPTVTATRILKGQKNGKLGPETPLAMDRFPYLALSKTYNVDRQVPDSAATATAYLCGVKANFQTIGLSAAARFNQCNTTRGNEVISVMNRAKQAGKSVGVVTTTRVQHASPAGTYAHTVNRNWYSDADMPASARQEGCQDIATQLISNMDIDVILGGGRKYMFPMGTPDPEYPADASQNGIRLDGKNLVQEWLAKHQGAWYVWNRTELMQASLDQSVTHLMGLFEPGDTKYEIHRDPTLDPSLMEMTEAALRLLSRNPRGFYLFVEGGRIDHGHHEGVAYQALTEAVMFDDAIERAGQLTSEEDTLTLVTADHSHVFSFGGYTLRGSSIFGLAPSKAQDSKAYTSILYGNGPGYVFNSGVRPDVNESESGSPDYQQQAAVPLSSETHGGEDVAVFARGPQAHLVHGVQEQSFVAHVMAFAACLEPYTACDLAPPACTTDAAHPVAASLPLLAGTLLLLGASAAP
# mIAP act: activators of mouse IAP, primary screen, biochemical, luminescence, uHTS. intestinal alkaline phosphatase [Mus musculus]. muIAP, CDP-Star luminescence, 30 min; active compounds read high; 1 = vehicle-only enzyme signal, 0 = enzyme-free wells. activation factor at 10 µM. actives 0.24% (n = 330,000). AID 2805, 2010;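 active = activation factor of at least 2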; also: the source names both 10 and 20 µM as test concentration; values of inactives mirror those of a sister screen read the other way
#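 Assay system: mouse IAP enzyme; reagent: chemiluminescent substrate CDP-Star; dosing: test compounds delivered from DMSO solution; schedule: 30 min at room temperature; measured by: luminescence from enzymatic CDP-Star hydrolysis; controls: DMSO-only wells and no-enzyme negative control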
# NR3A LBD binder: binders of NR3A ligand-binding domain, primary screen, biophysical, differential scanning fluorimetry, uHTS; actives 2.5% (n = 340,000); Glutamate receptor ionotropic, NMDA 3A (GRIN3A) ligand-binding domain; NR3A LBD differential scanning fluorimetry, Tm shift; 0% = protein alone, 100% = glycine-bound protein; Tm shift relative to glycine control, % at 25 µM;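 active = melting temperature shift of at least 10% of the positive control shift, at one fixed dose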
# hIAP activ: human IAP activators, primary screen, biochemical, luminescence, uHTS; Intestinal-type alkaline phosphatase (Homo sapiens), P09923; purified human IAP, CDP-Star luminescence, 30 min; active compounds read high; 1 = vehicle-only enzyme, 0 = enzyme-free background; activation factor at 10 µM; actives 0.16% (n = 330,000);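 active = activation factor of the enzyme at least 2-fold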; also: the source names both 10 and 20 µM as test concentration; values of inactives mirror those of a sister screen read the other way
# A3A deaminase: APOBEC3A ssDNA deaminase inhibitors, primary screen, selectivity assay for APOBEC3G inhibitor project, biochemical, FAM/TAMRA oligo cleavage fluorescence. recombinant A3A, FAM/TAMRA ssDNA deamination fluorescence. inhibition, % at 20 µM. actives 0.41% (n = 330,000). AID 493011, 2011;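 active = at least 40% inhibition at 20 µM here, with at most 30% in a related deaminase screen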;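 also: plate controls were A3A with DMSO for no effect and wells lacking A3A enzyme for full effect; some results filed as inactive read as strong as hits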
# Target sequence (P31941 whole entry, looked up): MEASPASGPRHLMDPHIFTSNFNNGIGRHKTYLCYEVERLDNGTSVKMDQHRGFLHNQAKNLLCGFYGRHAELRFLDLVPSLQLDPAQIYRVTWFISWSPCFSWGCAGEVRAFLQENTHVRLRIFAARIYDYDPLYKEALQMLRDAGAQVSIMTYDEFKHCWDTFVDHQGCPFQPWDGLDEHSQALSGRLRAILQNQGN
# MIN6 prolif: inducers of MIN6 beta-cell proliferation, primary screen, ATP luminescence, uHTS; MIN6 cells proliferation, ATPlite luminescence, 48 h; cells starved in 0.2% serum; 100% = growth in 10% serum; proliferation, % at 10 µM; actives 0.29% (n = 330,000); AID 2380, 2010;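 active = compounds whose signal lies at least 3.5 SD above the mean of all wells on their plate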;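 also: 0% = DMSO-treated cells in low-serum medium and 100% = 10% serum control; some compounds called inactive have numbers as strong as hits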
# Active calls of the source: *; . = not tested or not shown.
# Sample of the layout (five entries):
# Below each SMILES – A3G deaminase	mIAP inh	MPTP block	hIAP block	mIAP act	NR3A LBD binder	hIAP activ	A3A deaminase	MIN6 prolif
CC(=O)c1c(O)c(C)c(O)c2c1OC1=CC(=O)C(C(C)=O)C(=O)[C@@]12C (some centres undefined)
    -4	9	0.1	9	0.91	-6	0.91	-4	-5
CC1CCCCC1NS(=O)(=O)c1ccc(S(=O)(=O)N2CCCC2)cc1 (centres undefined)
    -3	-1	0.7	-11	1	0	1.1	1	1
C/C(=N\NC(=O)CC(C)C)c1ccc(N2CCCCC2)cc1
    -3	1	-0.6	0	0.99	-4	1	0	1
CCSc1nnc(NC(=O)c2c(C)noc2C)s1
    -6	3	0.6	-24	0.97	1	1.2	-4	-2
Cc1cc(OCC(O)CN)ccc1Cl (centres undefined)
    -5	-7	-0.3	0	1.1	0	1	1	-4

# All compounds of this part, previewed entries included:
# Below each SMILES – A3G deaminase	mIAP inh	MPTP block	hIAP block	mIAP act	NR3A LBD binder	hIAP activ	A3A deaminase	MIN6 prolif
CC(=O)c1c(O)c(C)c(O)c2c1OC1=CC(=O)C(C(C)=O)C(=O)[C@@]12C (some centres undefined)
    -4	9	0.1	9	0.91	-6	0.91	-4	-5
CC1CCCCC1NS(=O)(=O)c1ccc(S(=O)(=O)N2CCCC2)cc1 (centres undefined)
    -3	-1	0.7	-11	1	0	1.1	1	1
C/C(=N\NC(=O)CC(C)C)c1ccc(N2CCCCC2)cc1
    -3	1	-0.6	0	0.99	-4	1	0	1
CCSc1nnc(NC(=O)c2c(C)noc2C)s1
    -6	3	0.6	-24	0.97	1	1.2	-4	-2
Cc1cc(OCC(O)CN)ccc1Cl (centres undefined)
    -5	-7	-0.3	0	1.1	0	1	1	-4
O=C(NCCCn1ccnc1)Nc1cccc2ccccc12
    -4	-25	0.6	-17	1.2	0	1.2	1	-1
COc1ccc(NC(=O)NCc2ccc3c(c2)OCO3)cc1
    -4	-3	2.1	4	1	2	0.96	1	-3
FC(F)(F)c1cc(-c2ccccc2)nc(NCc2cccnc2)n1
    -9	13	-1.1	9	0.87	1	0.91	0	0
Cc1ncoc1C(=O)N1CCc2c([nH]c3ccccc23)C1C1CCCCC1 (centres undefined)
    -2	-2	-2.2	10	1	0	0.9	-2	-3
C[C@]12CCC3c4ccc(OCC(=O)O)cc4CCC3C1CCC2=O (some centres undefined)
    -5	-8	0.6	-27	1.1	6	1.3	-4	-3
CC(C)n1c(=S)[nH]c2cc(C(F)(F)F)ccc21
    -8	0	3.8	-10	1	-1	1.1	4	-1
S=C(NN=C1CCCCCC1)Nc1ccc(Cl)cc1
    -7	3	0.5	-14	0.97	2	1.1	0	-2
COC(=O)CCC(=O)OC1(C)C(=O)C=C2C=C(C3CC3)N(Cc3ccc4c(c3)OCO4)C=C2C1=O (centres undefined)
    -7	4	0.3	-6	0.96	-2	1.1	-3	-4
O=C(Nc1ccc2c(c1)C(=O)NC2=O)c1ccc(S(=O)(=O)N2CCCC2)cc1
    -10	-6	-1.8	-22	1.1	-1	1.2	-3	-3
CSc1ncccc1C(=O)OCC(=O)NC1CCCCC1
    -7	-2	0.9	3	1	1	0.97	-4	0
COc1ccc(N2CC(C(=O)Nc3ncccc3C)CC2=O)cc1 (centres undefined)
    -5	-8	1.5	2	1.1	0	0.98	-3	-1
O=c1nc(N2CCOCC2)ccn1-c1nc(-c2ccccc2)oc1-c1ccccc1
    -5	4	0.0	5	0.96	1	0.95	-2	-1
COC(=O)CSc1nnc(C)n1-c1cccc(C#N)c1
    0	0	-0.2	8	1	0	0.93	3	2
Cc1onc(-c2ccccc2)c1C(=O)NC(CC(=O)O)c1ccc(OC(C)C)cc1 (centres undefined)
    -1	3	1.1	-3	0.97	1	1	-1	-2
C=CCn1cc(C(=O)N2CCc3ccccc3C2)c(=O)c2cc(S(=O)(=O)N(CC)CC)ccc21
    -2	4	6.5	-4	0.96	-2	1	0	0
Cc1cc2nc(/C(C#N)=C\c3ccc(-c4ccccc4C(=O)O)o3)[nH]c2cc1C
    6	12	1.2	-6	0.88	-8	1.1	-7	-4
O=C(Nc1ccc(O)cc1)c1cc2ccccc2c(=O)s1
    -7	10	1.7	6	0.9	24*	0.94	-6	-1
COc1cccc(NC(=O)C2C3C=CC4(O3)C2C(=O)N(CCN2CCCCC2)C4C(=O)NC2CCCCC2C)c1 (centres undefined)
    1	-12	0.9	-19	1.1	1	1.2	-3	0
CSc1nc(C)cc(OCC#N)n1
    -5	1	-0.6	-68	0.99	0	1.7	-2	0
Cc1cccc(C)c1-n1c(C)nn(-c2ncc(C(F)(F)F)cc2Cl)c1=O
    -2	11	1.4	3	0.89	1	0.97	3	-3
O=C(CN1CCOc2ccccc21)NCc1ccc(F)cc1
    4	7	-0.5	-3	0.93	0	1	6	-2
COc1ccc(CNc2ccc(C)c(C)c2)c(OC)c1OC
    3	7	1.3	-1	0.93	3	1	-1	-4
CCCC(CCC)C(=O)Oc1cc(C)[nH]c(=O)c1[N+](=O)[O-]
    -7	3	-1.1	-2	0.97	-1	1	-2	-1
COCCCNC(=O)CC1C[C@H](C(=O)N2CCCCC2)[C@@]2(CCc3ccccc3)c3[nH]c4ccccc4c3CCN2C1=O (some centres undefined)
    -2	-6	-0.5	7	1.1	0	0.93	-2	-2
C=CCC(C(=O)c1ccccc1)[N+](C)(C)CC=C (centres undefined)
    -4	-5	-0.3	-20	1.1	-1	1.2	0	0
Cc1ccc(NC(=O)CN(C)C(=O)CCCN2C(=O)c3ccccc3C2=O)cc1
    -1	5	0.1	11	0.95	-2	0.89	2	-1
CCCc1cc(=O)oc2cc(C)cc(OC(C)C(=O)NCc3ccncc3)c12 (centres undefined)
    -5	4	-2.1	24	0.96	-2	0.77	-4	3
O=C(Nc1ccccc1Cl)N1CCSc2ccccc21
    -5	-17	1.9	3	1.2	2	0.97	-2	-1
Clc1ccc(/C=N/NC(=Nc2ccccc2)c2ccccn2)c(Cl)c1
    -2	4	-3.0	14	0.96	-1	0.86	-2	-5
CC1CN(C(=O)c2cc3cc(Cl)ccc3[nH]2)CC(C)O1 (centres undefined)
    -10	-4	0.7	4	1	-1	0.96	-5	-4
CCN(C(=O)COC(=O)c1c(NC(C)=O)sc(C)c1C)C1CCS(=O)(=O)C1 (centres undefined)
    0	-2	0.2	11	1	-3	0.89	1	0
Cc1nc(NCCc2ccccc2F)c(C#N)c(C)c1[N+](=O)[O-]
    -5	4	0.8	3	0.96	-5	0.97	3	-4
O=C(O)c1cnc(-c2ccccc2)nc1Sc1cccc(Cl)c1
    -4	5	9.7	12	0.95	-11	0.88	0	-4
Cc1ccc(CNC(=O)COC(=O)c2ccc(Br)cc2)cc1
    6	-1	4.2	0	1	8	1	3	0
CCOc1ccccc1CN1CCNC(=O)C1CC(=O)NCc1cc(C)n(C)n1 (centres undefined)
    -2	-1	-1.0	18	1	-1	0.82	8	2
CCN(CCO)Cc1csc2ccc(Cl)cc12
    -3	-10	2.1	7	1.1	-2	0.93	-1	-1
CNc1nc(OCCNC(=O)Nc2ccccc2)nc(N2CCOCC2)n1
    -7	-5	0.7	-24	1	-1	1.2	-2	-2
O=C(COC(=O)c1cccnc1Cl)c1cccc(Cl)c1
    -4	8	1.3	8	0.92	7	0.92	-2	1
CCCc1cc(C(=O)N2CCC(N3CCC(C(=O)NC(C)C)CC3)CC2)n(C)n1
    -2	-6	0.5	8	1.1	0	0.92	20	3
O=C(Nc1nc2cc3c(cc2s1)OCCO3)c1ccco1
    -7	0	-0.3	4	0.99	-17	0.96	-2	-7
Cc1cc(NCc2ccccn2)n2nc(C)c(-c3ccccc3)c2n1
    -4	9	3.0	-20	0.91	3	1.2	-1	-4
Cn1c2ccccc2c(=O)c2cc(C#CC3(O)CCCCC3)ccc21
    -6	-14	0.2	7	1.1	1	0.93	-1	-8
CCn1c(-c2c(Cl)c(C)nn2C)n[nH]c1=S
    20	4	1.3	7	0.96	0	0.93	-1	-1
N#Cc1ccc(C(=O)Nc2ccc3ccccc3c2)cc1
    -3	0	1.5	13	1	4	0.87	-2	-4
CCOC(=O)c1cc(-c2nnc(-c3ccc(Oc4ccccc4)cc3)o2)c(C)nc1C
    -4	8	1.8	-2	0.92	-1	1	5	-4
CC1CC1C(=O)Nc1cc(S(=O)(=O)N2CCOCC2)ccc1N1CCCC1 (centres undefined)
    -5	5	-0.8	4	0.95	-1	0.96	3	-1
Cc1ccc(SCC(=O)c2ccc[nH]2)cc1
    0	12	2.6	6	0.88	0	0.94	3	-4
Clc1ccc(CSCCc2ccncc2)cc1
    -4	6	-0.7	35	0.94	0	0.65	-5	2
COc1ccc(-c2cnnc(N/N=C/C(C)=C/c3ccccc3)n2)cc1
    -3	2	.	11	0.98	.	0.89	-3	0
NC(=O)N1CCc2ccccc21
    -5	8	-0.8	-2	0.92	-1	1	-4	0
CCOC(=O)c1ccccc1NC(=O)c1ccccc1N(C)S(C)(=O)=O
    -6	6	-0.2	9	0.94	-1	0.91	-3	-3
CCCCC(=O)Nc1ccc(C(=O)c2ccccc2)cc1
    -4	0	-0.8	4	1	4	0.96	1	-2
Cc1nnc(SCC(=O)Nc2ccc(F)cc2)n(N)c1=O
    -1	1	0.5	-33	0.99	1	1.3	1	-5
CCOC(=O)c1[nH]c(C)c(C(=O)NCCc2ccc(OC)cc2)c1C
    -6	2	-1.4	13	0.98	-1	0.87	-1	2
COc1cc(NC(=O)Cc2cccc3ccccc23)c(C(=O)O)cc1OC
    -11	11	-0.6	15	0.89	-1	0.85	-7	-2

# (next part)
# Below each SMILES – A3G deaminase	mIAP inh	MPTP block	hIAP block	mIAP act	NR3A LBD binder	hIAP activ	A3A deaminase	MIN6 prolif
CCOC(=O)C1=C(c2ccccc2)N=C2SCC(=O)N2C1c1ccc2c(c1)OCO2 (centres undefined)
    1	8	0.3	-9	0.92	1	1.1	-2	-1
COC(=O)CN(c1nc(C)c(Cl)c(OC)n1)S(=O)(=O)c1ccc(C)cc1
    -3	0	2.9	-1	1	-5	1	-2	0
COC(=O)c1[nH]c2cccc(OC)c2c1NC(=O)C(C)N1CCC(C)CC1 (centres undefined)
    -7	9	.	11	0.91	0	0.89	-5	-2
Cc1ccc(NC(=O)COC(=O)CCc2ccc(S(=O)(=O)N3CCOCC3)cc2)cc1C
    -5	-23	-2.2	-29	1.2	2	1.3	-1	1

# Source: PubChem (Sanford-Burnham Center for Chemical Genomics)
